# human PMI inhibitors – human PMI inhibitors, high substrate, primary screen, biochemical, fluorescence intensity, high mannose 6-phosphate (AID 1220); recombinant PMI enzyme, coupled fluorescence intensity; higher % means a stronger effect; inhibition, % at 20 µM; hits with a dose series show IC50 in µM; hit rate 0.66% among 190,000
# MT stabilize HCS – microtubule stabilizers in HeLa cells; HeLa tubulin immunostaining HCS, 24 h; share of cells brighter than vehicle mean+2SD; % tubulin-high responders, % at 10 µM; hit rate 0.83% among 200,000; AID 2205;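 active means plate Z-score above 3 for both tubulin-high and condensed-nucleus cell shares, with cell loss under 80%, at 10 µM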;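 further: anti alpha tubulin signal scored within the nucleus-defined area of each cell; some results filed as inactive read as strong as hits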
# bCat nuc transl – beta-catenin nuclear translocation modulation | HeLa beta-catenin nuclear translocation, immunofluorescence imaging | AID 1665 | hit rate 0.3% among 190,000 | nuclear translocation activity, % at 5 µM;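 active means nuclear translocation activity above 50% at 5 µM, with a well cell count of 50 or more; inconclusive means wells under 50 cells across six images, flagged as toxic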;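 further: per-cell ratio of nuclear to cytoplasmic median beta-catenin stain intensity; plate controls were DMSO negative control for no effect and GSK-3 inhibitor IX positive control for full effect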
#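 assay system = human HeLa cells, endogenous beta-catenin | times = compound treatment 24 h, 37°C, 5% CO2 | detection = Anti-beta-catenin immunofluorescence on PFA-fixed, Triton-permeabilized cells, DAPI nuclei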
# Dynein transport – dynein cargo transport inhibition. 3617.4 mouse cells, GR-EGFP nuclear translocation imaging; test concentration mostly 20 µM; stimulated with dexamethasone, 1 µM; hits give low values. z-score, hits read low. hit rate 0.47% among 220,000. AID 1381;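 active means plate z-score of nuclear minus cytoplasmic receptor signal below a set negative limit, without overly bright fluorescence or cell loss, cut at about -3.5 in these data, passing the limit was not always enough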;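 further: z-score of nuclear minus cytoplasmic ring GR-EGFP intensity difference per well; some compounds called inactive have numbers as strong as hits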
#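 Buffer or medium: tet-free, stripped-serum medium; Also added: dexamethasone, 1.0 µM final; Technique: high-content fluorescence imaging after fixation; Times: 48 h induction, 1 h compound, 30 min dex at 37 °C; Read-out: per-cell GR-EGFP intensity, nucleus versus surrounding cytoplasmic ring, well-averaged.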
# human PMI inhibition – inhibitors of human PMI, primary screen, biochemical, fluorescence intensity, coupled assay (AID 1209) | purified PMI enzyme, coupled fluorescence intensity; higher % means a stronger effect | inhibition, % at 20 µM, or IC50 in µM where a hit was titrated | hit rate 0.42% among 190,000;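 further: plate controls were DMSO vehicle for no effect and wells lacking substrate for full effect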
# WT yeast gro inh – growth inhibition of WT yeast, mitochondrial fusion screen | mitochondrial fusion phenotypic screen, WT strain | inhibition, % at 10 µM | hit rate 2.1% among 190,000 | AID 1362; in the data active means inhibition above about 58%; tested in S. cerevisiae
# Ins promoter up – MIN6 insulin promoter up-regulation; MIN6 insulin promoter-GFP reporter, high-content imaging; hits give high values; z-score at 5 µM; hit rate 0.3% among 190,000;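 active means z-score above 3 at 5 µM with at least 500 cells counted in the well; inconclusive means wells under 500 cells, flagged as cytotoxic or low count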
# Yfh1-depleted yeast – enhancers of respiration in Yfh1-depleted yeast, dose response, Friedreich's ataxia, plus single-dose screen (AID 1465). hit rate 0.074% among 220,000. S. cerevisiae Yfh1-off respiration, WST-1 reduction, 72 h; higher fold induction means a stronger effect. fold induction at 50 µM; hits with a dose series show EC50 in µM;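 active means fold induction of absorbance versus untreated yeast above a set limit, then at least 30% activation at any dose in follow-up; inconclusive means repeats straddling the limit, or above it without dose testing; inactive means fold induction below the set limit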;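 further: activators that raise dye reduction in frataxin-depleted yeast; strong numbers were not always called active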
# Autophagy mod – autophagy modulation, high-content screen; hit rate 0.98% among 190,000; MEF GFP-LC3 puncta imaging; test concentration mostly 10 µM; AID 463193; calls only at 10 µM (by protocol);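 active means percentage of spot-positive cells more than 3 SD above its plate mean, without a fluorescence outlier flag or 80% toxicity; inconclusive means no clear call, values can overlap the other calls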;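 further: spot-positive cell cutoff set from DMSO-treated cells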
# WT yeast gro inh mutant strain – second read-out of WT yeast gro inh, no call of its own (marks repeat the call); inhibition, %; mitochondrial fusion phenotypic screen, mutant strain inhibition
# Dynein transport cytoplasmic EGFP – second read-out of Dynein transport, no call of its own (marks repeat the call); z-score; measured here: cytoplasmic GR-EGFP intensity; hits give high values
# Dynein transport nuclear GR-EGFP – second read-out of Dynein transport, no call of its own (marks repeat the call); z-score; measured here: nuclear GR-EGFP intensity;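 lower value marks the stronger effect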
# Dynein transport cell count – also measured in Dynein transport; calls as there; z-score; measured here: cell count per field
# Ins promoter up cell count – recorded beside Ins promoter up, whose call it bears; cell count; measured here: cytotoxicity, nuclei count;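 total cells summed across four imaged fields per well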
# bCat nuc transl cell count 5 µM – recorded beside bCat nuc transl, whose call it bears; cell count; measured here: cell count, cytotoxicity flag
# MT stabilize HCS Hoechst-high % – recorded beside MT stabilize HCS, whose call it bears; % Hoechst-high responders; measured here: nuclear condensation Hoechst responders;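 share of cells brighter than vehicle mean plus two SD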
# MT stabilize HCS cytotoxicity % – recorded beside MT stabilize HCS, whose call it bears; toxicity, %; measured here: cytotoxicity by cell density;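 0% = mean cell density of plate MIN control wells and 100% = no cells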
# Autophagy mod cell loss 18 h – recorded beside Autophagy mod, whose call it bears; toxicity, %; measured here: cell loss, nuclei count;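 cell loss after 18 h compound exposure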
# Starred values were filed as active, the others as inactive; i = inactive; ? = inconclusive; . = no result given. Unless noted, no stated cut-off is given here; in the data, active means inhibition above about 50%; inactive means the rest.
SMILES,human PMI inhibitors,MT stabilize HCS,MT stabilize HCS Hoechst-high %,MT stabilize HCS cytotoxicity %,bCat nuc transl,bCat nuc transl cell count 5 µM,Dynein transport,Dynein transport cytoplasmic EGFP,Dynein transport nuclear GR-EGFP,Dynein transport cell count,human PMI inhibition,WT yeast gro inh,WT yeast gro inh mutant strain,Ins promoter up,Ins promoter up cell count,Yfh1-depleted yeast,Autophagy mod,Autophagy mod cell loss 18 h
COc1ccc(N2CCN(c3cc(C)c4ccc(C)cc4n3)CC2)cc1,17%,1.9,2.7,8.0,1.2,1129,-0.57,-0.072,-0.33,-0.35,11%,24,2,-0.36,1009,i,i,18
CCOC(=O)CSC1=NC(=O)/C(=C\c2ccc(OC(C)=O)cc2)S1,4%,2.5,1.5,1.1,.,.,-0.65,0.24,-0.52,0.3,10%,9,13,.,.,i,i,-6
CC(C)N1CC=C2C(C#N)=C(N)C(C#N)(C#N)C(c3ccccc3)C2C1 (stereo unspecified),20%,1.5,2.5,12,.,.,-3,21,3.1,0.78,28%,18,0,.,.,i,?,.
COc1ccc([N+](=O)[O-])cc1NC(=S)NC(=O)C(C)(C)C,-5%,0.8,1.2,10,-4.1,1076,-0.78,-0.29,-0.26,0.36,6%,-12,-8,-1.3,1551,i,i,-6
Cc1ccc(O)c(N=Nc2ccc(S(=O)(=O)N3CCCC3)cc2)c1,.,.,.,.,0.9,1296,-0.81,-0.24,-0.0054,0.97,.,.,.,0.18,1131,i,.,.
Cc1occc1-c1nnc(SCC(=O)N2CCN(c3ccccc3)CC2)n1C,3%,2.9,1.0,6.5,0.5,1028,-0.82,-0.18,-0.13,0.22,8%,10,11,-0.05,873,i,i,-7
Cc1nc2cc(CO)ccc2n1C,8%,3.2,2.2,4.9,-1.5,1129,0.37,-0.24,0.19,0.65,9%,-12,-24,-0.28,2040,i,i,4
CC(O)CNCCOc1cccc(Oc2ccccc2)c1 (stereo unspecified),-5%,1.5,1.3,2.7,-0.3,1055,-0.59,-0.26,0.17,-0.17,1%,0,18,-0.26,1660,i,i,12
C/C(=N\NC(=O)CSc1nc2ccccc2s1)c1ccco1,8%,3.9,3.8,5.1,1.1,466,-0.34,-0.14,0.56,0.16,2%,-8,-9,0,1312,i,i,0
CCNC(=O)C1Cc2ccccc2CN1S(=O)(=O)c1ccc(F)cc1 (stereo unspecified),.,.,.,.,-0.9,1301,1.6,-0.21,1.2,-1.1,.,.,.,-0.39,1058,i,.,.
CCOC(=O)N1CCN(C(=O)c2cnn3ccccc23)CC1,9%,2.5,5.3,10,.,.,-0.75,-0.29,-0.25,0.85,2%,8,7,0.23,1001,i,i,-1
CCn1c2ccccc2c2cc(NC(=O)CSc3nnc(-c4ccc(OC)cc4)n3N)ccc21,-15%,11,5.4,10.0,-1.1,1347,-0.078,-0.16,-0.88,-0.35,-2%,13,-6,1,1427,i,i,-7
COc1ccccc1NC(=O)N1CCc2c([nH]c3ccccc23)C1C(F)(F)F (stereo unspecified),.,.,.,.,-2.2,1170,-0.14,-0.19,-0.084,0.2,.,.,.,-0.54,1318,i,.,.
COc1ccccc1OC(=O)c1ccc2nsnc2c1,-2%,2.2,0.5,16,-1.0,1011,-0.32,-0.27,0.072,0.28,6%,-17,-8,0.22,1467,i,i,-6
CCOc1ccccc1CNS(=O)(=O)c1ccc2c(c1)oc(=O)n2C,3%,3.3,3.7,8.4,0.1,1119,-0.43,-0.23,-0.049,0.35,-1%,2,-12,-0.86,1067,i,i,11
Cc1ccc(C(=O)c2sc3c(c2N)c(=O)[nH]c(=O)n3CCc2ccccc2)cc1,2%,2.7,1.9,6.6,-1.4,1255,-0.087,0.36,-0.087,-0.96,15%,-8,0,-0.56,1309,i,i,3
Cc1ccc(NC(=O)CC2=NC(=O)C(CC(=O)Nc3ccccc3C)S2)cc1 (stereo unspecified),-9%,2.6,2.2,13,1.9,1005,1.6,-0.26,1.1,-0.94,-1%,-9,-8,0.25,1590,i,i,1
Cc1ccc(-c2nnc(Cc3ccc([N+](=O)[O-])cc3)o2)cc1,3%,3.8,1.7,5.1,1.3,1135,1.3,-0.26,0.89,-0.36,2%,22,15,.,.,i,i,17
O=C1CC(C(=O)Nc2ccc(F)c(Cl)c2)N=C(N2CCCCC2)N1 (stereo unspecified),1%,5.5,1.9,8.5,.,.,-0.18,0.0097,-0.051,1.1,-10%,-7,7,0.13,973,i,i,16
CC(OC(=O)C1COc2ccccc2O1)C(=O)N(C)c1ccccc1 (stereo unspecified),3%,5.4,1.9,11,0.8,1060,-0.28,-0.037,-0.12,-0.55,-3%,-10,-3,-0.89,1281,i,i,10

# Shown as tab-separated lines: 2 of the compounds above
structure	human PMI inhibitors	MT stabilize HCS	MT stabilize HCS Hoechst-high %	MT stabilize HCS cytotoxicity %	bCat nuc transl	bCat nuc transl cell count 5 µM	Dynein transport	Dynein transport cytoplasmic EGFP	Dynein transport nuclear GR-EGFP	Dynein transport cell count	human PMI inhibition	WT yeast gro inh	WT yeast gro inh mutant strain	Ins promoter up	Ins promoter up cell count	Yfh1-depleted yeast	Autophagy mod	Autophagy mod cell loss 18 h
Cc1ccc(-c2nnc(Cc3ccc([N+](=O)[O-])cc3)o2)cc1	3%	3.8	1.7	5.1	1.3	1135	1.3	-0.26	0.89	-0.36	2%	22	15	.	.	i	i	17
O=C1CC(C(=O)Nc2ccc(F)c(Cl)c2)N=C(N2CCCCC2)N1 (stereo unspecified)	1%	5.5	1.9	8.5	.	.	-0.18	0.0097	-0.051	1.1	-10%	-7	7	0.13	973	i	i	16

# Next part.
SMILES,human PMI inhibitors,MT stabilize HCS,MT stabilize HCS Hoechst-high %,MT stabilize HCS cytotoxicity %,bCat nuc transl,bCat nuc transl cell count 5 µM,Dynein transport,Dynein transport cytoplasmic EGFP,Dynein transport nuclear GR-EGFP,Dynein transport cell count,human PMI inhibition,WT yeast gro inh,WT yeast gro inh mutant strain,Ins promoter up,Ins promoter up cell count,Yfh1-depleted yeast,Autophagy mod,Autophagy mod cell loss 18 h
CCOC(=O)C1CCN(Cc2cnc(Oc3ccc(C(C)(C)C)cc3)s2)CC1,-3%,0.7,0.8,0.0,0.9,1352,0.74,-0.33,0.66,-0.71,4%,1,-4,0.44,1434,i,i,2
COc1cc(/C=N/Nc2nc3ccccc3o2)cc(OC)c1O,21%,3.3,3.3,7.2,-3.6,1176,-0.71,-0.27,-0.16,0.45,23%,25,-32,0.1,758,i,i,-2
COc1cccc(CNC(=O)CCC2CCCN(Cc3ccc(OC(F)F)cc3)C2)c1 (stereo unspecified),-4%,1.3,3.1,6.4,-1.1,983,-0.91,-0.22,-0.25,-0.027,1%,-1,-1,.,.,i,i,19
Cc1ccc(N2C(=O)CC(Cn3nc(C)cc3C)C2=O)cc1 (stereo unspecified),4%,1.9,3.9,23,-2.8,922,0.49,-0.31,-0.22,0.52,2%,2,28,0.48,1417,.,i,54
COc1ccc(C(=O)NN(C)c2nc(-c3ccccc3)nnc2C(F)(F)F)cc1,-1%,2.8,2.1,8.1,0.6,1400,1,0.025,1.3,-0.71,2%,64*,7.7*,0.93,1383,.,i,-26
CCOC(=O)c1cc(-c2ccc(OC(F)F)cc2)nc2nc(SC)[nH]c(=O)c12,4%,2.8,2.6,6.7,-3.3,1063,-0.087,-0.28,-0.18,0.62,7%,-5,1,-0.08,1437,i,i,5
COc1cc(=O)n(C)c2ccccc12,6%,0.8,1.1,5.8,-1.5,1210,1.1,-0.21,0.97,-0.63,14%,27,7,-0.75,1227,i,i,-12
CCN1/C(=C/c2cc[n+](C)cc2)C=Cc2cc(C)ccc21,67%*,7.1,2.8,9.2,1.0,469,0.02,-0.3,-0.16,-0.17,46%,70*,48*,?,.,i,i,7
CN(C)c1cccc(C(=O)Nc2cccc(F)c2)c1,12%,1.9,2.1,3.6,0.0,944,-0.78,-0.26,-0.48,0.025,37%,14,15,-0.03,1599,i,i,0
CCOc1ccc(NC(=O)C2CCN(S(=O)(=O)c3c(C)n[nH]c3C)CC2)cc1,0%,4.9,1.8,5.3,-2.4,1002,0.26,0.061,0.49,-0.19,7%,-20,-12,-0.79,1428,i,i,1
COc1cc(NC(=O)c2ccccn2)cc(OC)c1OC,7%,1.7,1.1,4.4,0.9,1211,2.7,1,2.1,-2,4%,2,0,0.74,1264,i,i,6
COc1ccccc1N=C1SCC(=O)N1Cc1ccco1,.,.,.,.,0.6,1268,0.056,-0.083,0.43,-0.033,.,.,.,-0.37,1058,i,.,.
O=C(c1ccc(C#CC2(O)CCCCC2)cc1)N1CCN(Cc2ccccc2)CC1,-1%,3.1,1.7,11,-1.3,905,0.32,-0.2,0.068,0.4,6%,9,18,0.08,1110,i,i,-1
O=c1c(-c2cnn(-c3ccccc3)c2)coc2cc(O)ccc12,4%,2.9,3.2,7.8,4.7,998,-0.37,-0.23,-0.066,0.47,6%,14,12,-0.69,1214,i,i,2
COc1ccc(OC)c(NC(=O)c2ccccc2SC)c1,-3%,0.9,1.1,5.9,0.6,978,-0.68,-0.24,-0.22,0.66,0%,22,34,1,793,i,i,-8
CCOc1cc(/C=N/NC(=O)CNc2ccc(C)cc2)ccc1OC(=O)c1ccccc1,4%,1.5,1.8,11,.,.,1.6,0.58,1.2,-0.47,9%,13,11,-0.22,924,i,i,2
O=C(COc1ccc(Cl)cc1)NCc1nnc(SCC(=O)NC2CCCC2)o1,4%,1.5,1.3,9.3,-1.7,1215,0.37,-0.23,0.11,0.25,12%,7,31,-1.1,1255,.,i,-7
S=c1[nH]c(-c2ccccc2)cn1/N=C/c1ccncc1,.,.,.,.,0.6,1310,0.29,-0.28,0.19,-0.042,.,.,.,-0.31,1175,i,.,.
Cc1ccc(C(C)n2cc(C(=O)NCc3cccnc3)nn2)cc1 (stereo unspecified),1%,1.5,1.3,8.7,0.1,1138,-0.34,-0.26,0.12,0.63,10%,5,6,0.35,875,i,i,7
